High-throughput results: PubChem BioAssay, National Center for Advancing Translational Sciences (NCATS)
PNC inhibitor – blocks assembly of the perinucleolar compartment. 3.1% of 140,000 active. activity change (PNC), negative = inhibition, % at 10 µM. AID 2417. PC3M PTB-GFP, PNC prevalence imaging, 16 h; active compounds read low;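 active means readout at or below -70, meaning at least 70% loss of cells showing the perinucleolar compartment, a nuclear body marking cancer cells; inconclusive means readout between -30 and a set limit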;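 further: plate controls were DMSO wells for no effect and camptothecin positive control wells for full effect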
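Read-out is percentage of cells bearing a perinucleolar compartment, from automated 20x imaging of fixed, Hoechst-stained PC3M PTB-GFP cells. Cells were seeded 4 h, then exposed 16 h to compound (23 nl of library stock) in duplicate plates.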
15-hLO-2 inh – inhibitors of human 15-lipoxygenase 2 (ALOX15B). 0.56% of 110,000 active. O15296. AID 881. purified 15hLO-2, xylenol orange hydroperoxide absorbance. Potency, µM (doses to about 57.1 µM), for inactives: at the highest dose activity change, negative = inhibition, hits mostly inhibitors; further: potency means the concentration at half of the fitted maximal effect; nearly all actives have a fitted effect of over 60% in size; many of its hits are not listed in these tables
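Purified human 15hLO-2 (50 nM final) preincubated with compounds 15 min at room temperature in 25 mM Hepes pH 7.5, 0.01% Triton X-100, then 45 uM arachidonic acid added for 90 min; hydroperoxide detected via ferrous/xylenol orange, 573/405 nm absorbance ratio.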
12-hLO inh – inhibitors of human 12-lipoxygenase (ALOX12) | purified 12-hLO, xylenol orange hydroperoxide absorbance | Potency, µM (doses to about 57.1 µM), without a hit: top-dose activity change, negative = inhibition, actives largely listed as inhibitors | 0.12% of 150,000 active | AID 1452; further: potency means the concentration at half of the fitted maximal effect; nearly all actives have a fitted effect of over 55% in size; many of its hits are not listed in these tables
Target sequence (P18054 whole entry, looked up): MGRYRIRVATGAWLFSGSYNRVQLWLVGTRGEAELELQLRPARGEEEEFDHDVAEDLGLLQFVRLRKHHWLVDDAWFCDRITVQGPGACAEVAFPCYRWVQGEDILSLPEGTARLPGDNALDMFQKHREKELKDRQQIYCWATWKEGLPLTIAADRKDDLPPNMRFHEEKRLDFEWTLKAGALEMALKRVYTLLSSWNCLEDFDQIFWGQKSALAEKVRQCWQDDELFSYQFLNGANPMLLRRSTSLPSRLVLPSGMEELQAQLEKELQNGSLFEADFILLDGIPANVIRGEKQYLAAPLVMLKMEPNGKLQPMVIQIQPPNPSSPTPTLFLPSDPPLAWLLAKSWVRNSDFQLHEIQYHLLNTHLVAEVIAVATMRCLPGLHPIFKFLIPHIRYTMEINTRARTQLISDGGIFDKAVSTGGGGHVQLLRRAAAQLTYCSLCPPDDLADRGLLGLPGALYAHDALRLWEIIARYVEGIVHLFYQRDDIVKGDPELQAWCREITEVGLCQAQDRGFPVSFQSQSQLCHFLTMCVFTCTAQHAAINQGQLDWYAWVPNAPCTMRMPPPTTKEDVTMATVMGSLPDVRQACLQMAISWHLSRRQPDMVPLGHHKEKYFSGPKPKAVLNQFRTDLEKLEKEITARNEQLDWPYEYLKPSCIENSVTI
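Hydroperoxide formation by human 12-lipoxygenase from 40 uM arachidonic acid was followed colorimetrically via ferric-xylenol orange complex, using the 573/405 nm absorbance ratio. Enzyme concentration was 150 nM, with 30 min reaction at room temperature.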
IMPase cell inh – cell-permeable inhibitors of inositol monophosphatase (IMPase); inhibition (IP1 accumulation), % at 46.1 µM; CHO-M1 cells, IP1 accumulation, HTRF TR-FRET ratio; 120,000 tested, under 10 active; active means well fitted curve in the direction sought with a large enough effect in the signal ratio, not every such curve was filed as active; inconclusive means small, poorly fitted or top-dose-only effect, or a change in a side signal; inactive means no such curve, though single readings can be large or run the other way; the % refers to the signal ratio;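 further: cells stimulated with carbachol in lithium chloride buffer; plate controls were DMSO basal wells for no effect and reference inhibitor wells for full effect; higher means more IMPase inhibition seen as more IP1 and lower FRET ratio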
Target sequence (P97697 whole entry, looked up): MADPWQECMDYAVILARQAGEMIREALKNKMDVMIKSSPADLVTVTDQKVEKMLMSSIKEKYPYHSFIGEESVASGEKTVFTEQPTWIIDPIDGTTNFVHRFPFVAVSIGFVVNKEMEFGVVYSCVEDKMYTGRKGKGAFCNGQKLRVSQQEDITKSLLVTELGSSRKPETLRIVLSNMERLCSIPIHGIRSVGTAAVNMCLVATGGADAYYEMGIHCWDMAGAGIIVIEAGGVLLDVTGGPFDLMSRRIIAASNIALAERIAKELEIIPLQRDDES
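Measured: the HTRF emission ratio (665/620 nm) plus the 620 nm donor channel, each fitted to the Hill equation to give AC50. Cells were CHO-M1 given compounds up to 46 uM and a 30 min carbachol stimulation at 37C.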
Active calls of the source: *; ? = inconclusive; . = not tested or not shown; [ ] = another dose, or the depositor's remark. Unless noted, the call rests on the fitted dose curve; in most records, active means well fitted curve in the direction sought with a large enough effect; inconclusive means small, poorly fitted or top-dose-only effect, or another doubt; inactive means no such curve, though single readings can be large; an effect the other way counts as inactive or inconclusive. Unless noted, on the % scale 0 is the no-effect control and ±100 the full control effect. This is a subset, so the mix of outcomes need not match the whole.

SMILES	PNC inhibitor	15-hLO-2 inh	12-hLO inh	IMPase cell inh
O=C(CCCN1CCOCC1)c1ccc2c(c1)OCCO2	27	5%	-6%	6
COCc1cc(C)nc(Nc2ccc(C)cc2C)c1C#N	?	4%	0%	-26
Brc1ccc(Oc2ncc(CN3CCN(c4ccccc4)CC3)s2)cc1	-7	26%	1%	6
C=CCn1cnc2c(c1=O)c1nc3ccccc3nc1n2Cc1ccccc1	-8	-3%	-2%	-3
CCOc1nc(N(C)C)nc(-n2nnc(C(C)=O)c2C)n1	-22	-6%	-3%	-1
COc1ccc(CC(=O)Nc2cccc(C(=O)Nc3ccccc3C(=O)O)c2)cc1OC	?	.	-1%	-9
Cc1ccc(C)c(C(=O)CC2(O)C(=O)N(C)c3ccccc32)c1 (stereo not given)	?	6%	4%	8
CC1(C(=O)NC2CCCC2)CCC(=O)N1Cc1cccs1 (stereo not given)	31	-5%	-1%	9
O=C(Nc1ccc(NC(=O)C2CC2)nc1)c1ccncc1	-6	7%	-9%	-16
COc1ccc(-c2csc(N3CCN(C(=O)c4ccccc4)CC3)n2)cc1	4	.	-4%	-1
O=c1oc(-c2cccc(Cl)c2)nc2c1cnn2-c1ccccc1	39	1%	0%	0
CCOC(=O)NN1C(=O)c2ccccc2NC1c1ccccc1O (stereo not given)	20	.	3%	.
COc1ccc(NC(=O)CSc2nnc(-c3ccccc3C)n2N)cc1	-13	-7%	-4%	?
CCn1c(=NC(=O)c2ccc(N3C(=O)CCC3=O)cc2)sc2c(OC)ccc(OC)c21	12	-23%	4%	6
Cc1ccc(S(=O)(=O)NN=C2CCC(C(C)(C)C)CC2)cc1[N+](=O)[O-] (stereo not given)	-26	.	-2%	-7
O=S(=O)(Nc1nc2ccccc2s1)c1ccc(Br)s1	50	-11%	-8%	8
CN(C)c1ncc(S(=O)(=O)c2ccccc2)c(-c2ccccc2Cl)n1	13	-5%	-8%	5
CC1OC(OC2C(CO)OC(OC3C(CO)OC(O)C(O)C3O)C(O)C2O)C(O)C(O)C1NC1C=C(CO)C(O)C(O)C1O (stereo not given)	.	3%	25%	.
CN(c1ccc(C(=O)NCCSCc2ccco2)cc1)S(C)(=O)=O	?	12%	13%	1
O=C1C=C(c2cccs2)CC(c2cccs2)C1n1cnc([N+](=O)[O-])c1 (stereo not given)	21	-17%	-2%	2
COC(=O)N1CCC2(CCCN(C(=O)Nc3cccc(C#N)c3)C2)CC1	.	-7%	11%	.
CCOc1ccc(C(=O)Nc2ccccc2-c2ccccc2)cc1Cl	-21	0%	3%	2
Cc1ccc2cc(S(=O)(=O)NCCC(=O)O)ccc2c1	29	4%	2%	8
CC(=O)c1c(C)cc(C)c(CSc2nc(C)cc(=O)[nH]2)c1C	-112*	-2%	-8%	-5
COc1ccc(N=C2CCCN2CC(N)=O)cc1	-3	-3%	-3%	1
O[C@H](C[C@@H]1CCCCN1)c1ccc2c(c1)oc1ccccc12	.	9%[11.4 µM]	-2%[11.4 µM]	.
O=C(Nc1cccc2ccccc12)N1CCN(c2ccc(F)cc2)CC1	-8	-4%	3%	-14
CN(C)CCCn1c(NCc2ccc3c(c2)OCO3)nc2ccccc21	-23	25%	6%	0
COC(=O)C1=C(C)N(Cc2ccc(OC)c(OC)c2)C(=O)C1	-19	2%	1%	-2
Cc1nc(NC(=O)c2cccc(Cl)c2)sc1-c1csc(Nc2cccc(Cl)c2)n1	-24	9%	-3%	2
O=C1c2ccccc2C(Nc2ccc(F)cc2F)N1CCN1CCOCC1 (stereo not given)	44	.	-4%	?
CC(=O)OCC1OC(c2ccccc2)C(OC(C)=O)C(OC(C)=O)C1OC(C)=O (stereo not given)	-16	4%	5%	3
O=[N+]([O-])c1cccc(C2Nc3cccc4cccc(c34)N2)c1	-24	.	-28%	-4
COc1ccc(-n2nnnc2SCC(=O)Nc2nnn(C)n2)cc1	-22	2%	11%	-1
CCOC(=O)c1ccc(COC(=O)CNC(=O)CNC(=O)c2ccc(OC)cc2)o1	45	1%[2.29 µM]	1%	-4
CCOC(=O)c1c(N)sc(C)c1-c1ccccc1	.	?	-3%[0.00818 µM]	.
CCOc1ccc(-n2nc3ccc(NC(=O)c4ccc5c(c4)OCCO5)cc3n2)cc1	14	.	5%	2
O=C(CNC(=O)Cn1ccc2ccccc2c1=O)NCCCN1CCCCCC1	18	4%	4%	6
Cc1c(N=C/C=C/c2ccccc2)cnn1C	31	1%	-4%	4
O=C(O)C1CCC(=O)N1Cc1ccc(F)cc1 (stereo not given)	?	-9%	2%	0
COc1cc(S(=O)(=O)NCc2ccccc2)ccc1F	11	0%	1%	-6
Cn1c(SCC#N)nnc1-c1ccc2c(c1)OCO2	-119*	.	3%	0
Cc1ccc(-c2nn(C)c(=O)c3ccccc23)cc1CNC(=O)/C=C/c1ccccc1	?	-3%	-17%	1
COc1ccc(OC)c(NC(=O)CSc2nnnn2-c2ccccc2F)c1	?	-1%	-7%	-1
COc1ccc(C(c2nnnn2C(C)(C)C)N2CCN(c3nc4ccccc4s3)CC2)cc1 (stereo not given)	12	-2%	-12%	9
O=C(COC(=O)CCC(=O)c1cccs1)Nc1ncc(Cl)cc1Cl	?	.	0%	2
CC(C)N1C(=O)CCC1C(=O)O (stereo not given)	85	.	6%	.
Cn1c(CCNC(=O)C(C)(C)C)nc2ccccc21	41	-3%	-4%	-2
Cc1cc(C)c(Cn2cnc(-c3ccc([N+](=O)[O-])cc3)c2)c(C)c1	?	10%	4%	2
Cc1ccc(C(=O)O)cc1NC(=O)CN1C(=O)C2C3c4ccccc4C(Br)(c4ccccc43)C2C1=O (stereo not given)	24	.	-2%	.
(continued)
SMILES	PNC inhibitor	15-hLO-2 inh	12-hLO inh	IMPase cell inh
CC(C)(C)C1=Nn2c(nnc2-c2ccccn2)SC1	?	-2%	-1%	-1
CCOc1ccc(NCc2nc3ccccc3n2CCOc2ccccc2)cc1	-113*	.	-6%	.
Cc1ccc(C2=NN(CC(=O)NCc3ccccn3)C(=O)CC2)cc1	?	.	-4%	6
CC(NC(=O)c1ccco1)C(c1cccs1)N1CCN(c2ccc(F)cc2)CC1 (stereo not given)	44	7%	-9%	-5
O=C(C1CCCO1)N1CCN(S(=O)(=O)c2ccccc2)CC1 (stereo not given)	-1	-7%[11.4 µM]	0%	-3[1.84 µM]
O=c1nc(-c2ccccc2)c2cc(Cl)ccc2[nH]1	?	-9%	1%	-7
CCCCc1cc(=O)oc2cc(OCC(=O)N3CCc4ccccc43)ccc12	-12	-7%	3%	3
COc1ccc(-c2nc(SCc3ccccc3)n(S(C)(=O)=O)n2)cc1	-7	-4%	-3%	7
CSc1cccc(NC(=O)CN(C2CCCCC2)S(C)(=O)=O)c1	-22	1%	-5%	6
COc1cc(OC)cc(C(=O)NC(=S)NNC(=O)Cc2cccs2)c1	60	.	5%	-15
Cc1cc(C)c2c(c1)/C(=N/NC(=O)c1cc(C)oc1C)CCC2	18	.	4%	.
O=C(O)CNC(=O)c1ccc(S(=O)(=O)N2CCOCC2)cc1	-20	3%	2%	2
C/C(=N\NC(N)=S)c1ccc[nH]1	.	-10%[11.4 µM]	-5%[11.4 µM]	.
CCn1cc(C(=O)O)c(=O)c2cc(Br)ccc21	-7	3%	-6%	-5
COc1ccc(CCNc2nc(C)nc3c2oc2ccccc23)cc1OC	?	10%	5%	6
O=C(/C=C/c1ccccc1)NC(=S)Nc1ccc(CN2CCOCC2)cc1	0	.	-3%	.
CCc1c(C)nc(Nc2nc(C)c3ccc(OC)cc3n2)[nH]c1=O	-27	8%	-3%	8
O=C(O)C1(NS(=O)(=O)c2ccc(Cl)cc2)CCCCC1	-22	0%	3%	-2
Clc1ccccc1CO/N=C1\CCCc2nonc21	-6	.	-3%	.
CCOc1cc(C(=O)Nc2ccc(NC(C)=O)cc2)ccc1OCC(=O)N1CCCCC1	-4	.	-2%	.
CC(=C1C(=O)c2ccccc2C1=O)N1CCN(CCN=CC2=C(O)CC(C)(C)CC2=O)CC1	31	.	3%	.
CN1C=C(C(F)(F)F)C=C/C1=C(\C#N)c1nnc2n1CCCCC2	4	-23%	-10%	-5
Cc1[nH]nc2c1C(c1ccc(OC(=O)c3ccco3)cc1)C(C#N)=C(N)O2 (stereo not given)	56	.	2%	-7
Cc1ccc(C2CC(C(F)(F)F)n3ncc(C(=O)NCc4ccco4)c3N2)cc1 (stereo not given)	23	-10%	-11%	-5
CN(C)c1cccc(-c2nnc(SCCCC#N)o2)c1	19	-6%	4%	-3
CCc1cccc(C)c1NC(=O)CSc1nc2ccc(N3C(=O)c4ccccc4C3=O)cc2s1	37	?	-5%	-8
C=CCOc1c2ccc(C(=O)NCc3ccc(C)cc3)cc2nn1C	64	1%	-7%	1
CCOC(=O)c1c(C(C)(C)C)oc2ccc(OCC#N)cc12	-13	7%	-10%	10
O=C(NCc1ccccn1)c1cc(-n2cnnc2)ccc1Cl	36	5%	-16%	16
CCCCNC(=S)N(C)/N=C/c1c(F)c(F)c(F)c(F)c1F	20	.	2%	.
Cc1ccccc1-n1c(Cn2c(=O)sc3ccccc32)nnc1SCC(=O)N1CCCC1	-29	-1%	3%	-5
Cc1noc(C)c1C(=O)N1CCC[C@@]2(CCN(Cc3cc(C(F)(F)F)cc(C(F)(F)F)c3)C2)C1	.	15%	-11%	.
O=C(C/C(=N\NC(=O)c1ccccc1Br)C(F)(F)F)c1cccs1	-26	.	-4%	.
CC(C)=NNc1ncnc2nc[nH]c12	.	2%[11.4 µM]	-3%[11.4 µM]	.
COc1c(F)c(F)c(C(=O)Nc2ccc(NC(=O)c3ccco3)cc2)c(F)c1F	?	-12%	-2%	4
O=C(NCCc1ccccc1)Nc1ccc(Cl)cc1	23	.	-2%	.
O=c1oc2c(CN3CCCCC3)c(O)ccc2c2c1CCCCC2	3	3%	3%	-15
Cc1cc(NC(=O)CCC(=O)N(c2ccccc2)C2(C(=O)NC3CCCCC3)CCCC2)no1	17	-9%	1%	6
CCOC(=O)Cc1cnc(NC(=O)c2ccccc2)s1	-7	6%	-1%	-2
CCC(C)(C)NC(=O)C(c1ccncc1)N(Cc1cccs1)C(=O)Cn1nnc2ccccc21 (stereo not given)	-1	3%	-2%	2

Filtered by structure: the entries above containing bromine
SMILES	PNC inhibitor	15-hLO-2 inh	12-hLO inh	IMPase cell inh
Brc1ccc(Oc2ncc(CN3CCN(c4ccccc4)CC3)s2)cc1	-7	26%	1%	6
O=S(=O)(Nc1nc2ccccc2s1)c1ccc(Br)s1	50	-11%	-8%	8
Cc1ccc(C(=O)O)cc1NC(=O)CN1C(=O)C2C3c4ccccc4C(Br)(c4ccccc43)C2C1=O (stereo not given)	24	.	-2%	.
CCn1cc(C(=O)O)c(=O)c2cc(Br)ccc21	-7	3%	-6%	-5
O=C(C/C(=N\NC(=O)c1ccccc1Br)C(F)(F)F)c1cccs1	-26	.	-4%	.

Continuation.
SMILES	PNC inhibitor	15-hLO-2 inh	12-hLO inh	IMPase cell inh
c1ccc2c(CN3CCCCC3)csc2c1	-2	.	3%	.
O=C(NC1CCCCC1)c1cc(Cl)ccc1[N+](=O)[O-]	24	.	-6%	.
Cc1ccc(CNc2ncnc3cc(Cl)ccc23)o1	8	9%	-11%	9
Cc1ccc(S(=O)(=O)N(CC(=O)Nc2cccc([N+](=O)[O-])c2)Cc2ccc(Cl)cc2)cc1	35	.	1%	.
CCCn1c(NC(=O)c2ccco2)nc2ccccc21	35	-4%	-3%	16
O=[N+]([O-])c1ccc(Cl)c(CN2CCC(O)CC2)c1	-124*	.	-4%	.
CN(C)c1nc(N(C)C)nc(N(C#N)CCOc2ccccc2)n1	63	.	4%	13
CN(C)S(=O)(=O)c1ccc(C(=O)Nc2nc(-c3ccccc3)c(C(=O)c3ccccc3)s2)cc1	54	.	-5%	.
